# Bioassay records as filed in PubChem BioAssay.
# AID inhibitor: inhibitors of human activation induced cytidine deaminase | AID deamination FRET fluorescence, UDG-coupled, 4 h | Potency, µM (titrated, usually from 115 µM), without a hit: at the top dose activity change, negative = inhibition, hits mostly inhibitors | 91,000 compounds, 0.32% hits | AID 1347428; further: nearly all actives have a fitted effect of over 25% in size
# Target sequence (Q9GZX7 whole entry, looked up): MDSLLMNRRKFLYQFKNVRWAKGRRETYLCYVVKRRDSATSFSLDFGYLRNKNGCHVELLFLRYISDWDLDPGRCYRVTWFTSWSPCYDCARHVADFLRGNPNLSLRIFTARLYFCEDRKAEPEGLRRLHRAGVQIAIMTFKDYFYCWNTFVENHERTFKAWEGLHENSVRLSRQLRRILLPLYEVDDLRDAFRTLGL
# UDG counterscr: counter-screen for AID inhibitors: uracil-DNA glycosylase inhibition; FRET deamination/UDG coupled assay, UDG read, 4 h; Potency, µM (series often up to 115 µM), without a hit: at the top dose activity change, negative = inhibition, most hits filed as inhibitors; 91,000 compounds, 0.14% hits; AID 1347430; further: nearly all actives have a fitted effect of over 65% in size
# An asterisk follows results filed as active; ? = inconclusive; [ ] = remark or other dose. The call rests on the fitted dose curve; in most records, active means well fitted curve in the direction sought with a large enough effect; inconclusive means small, poorly fitted or top-dose-only effect, or another doubt; inactive means no such curve, though single readings can be large; an effect the other way counts as inactive or inconclusive. On the % scale 0 is the no-effect control and ±100 the full control effect; potency means the concentration at half of the fitted maximal effect. The list is partial (hit frequency here may not be typical).
SMILES,AID inhibitor,UDG counterscr
CCOc1cccc(/C=C/c2ccc3cccc(O)c3n2)c1O,36%[activator],3%
Cc1cccc(NC(=O)CSc2nnc(CNC(=O)c3cccc(C)c3)n2-c2ccccc2)c1,-9%,2%
Cc1ccc(C)c(NC(=O)c2ccc(=O)n(Cc3ccc(F)cc3)c2)c1,-8%,-19%
Cc1ccc(CCNC(=O)c2cc3n(n2)CCCN(Cc2ccc(C)cc2)C3=O)cc1,-3%,-3%
CCc1ccc(-c2cn3c(n2)sc2cc(C(=O)NCC(C)c4ccccc4)ccc23)cc1 (configuration not stated),-8%,7%[57.5 µM]
COc1ccccc1/C=N/OCc1ccccc1C#N,-12%,-2%
CSc1cccc(NC(=O)C2CCN(c3ncnc4c3nc3n4CCCCC3)CC2)c1,?,-9%
CCOCCCNC(=O)c1cn(CC)c2ccc(S(=O)(=O)N3CCc4ccccc4C3)cc2c1=O,?,-15%
COC(=O)c1ccc2c(=O)n(CCCCCC(=O)NCc3ccc(OC)cc3)c(=O)[nH]c2c1,2%,0%
Cc1ccc(C(=O)Oc2cccc(C)c2C)cc1I,3%,0%
CN(C)c1cccc(C(=O)Nc2ccc(CC#N)cc2)c1,9%,1%
COc1ccc(NC(=O)c2oc3ccc(S(=O)(=O)N4CCCCC4)cc3c2C)cc1Cl,-12%,-16%
Cc1ccc(N2CCN(c3nc4ccc(C(=O)c5ccccc5)cc4n4cnnc34)CC2)c(C)c1,-11%,12%
CCOc1ccccc1-c1noc(CSc2nnc(-c3ccccc3)n2-c2ccc(OC)cc2)n1,-24%,-8%
COc1ccccc1-n1c(-c2ccc(C)cc2)cn2c3c(=O)n(C)c(=O)n(C)c3nc12,-13%,-5%
O=C(NN=C(C1CC1)C1CC1)c1cccc([N+](=O)[O-])c1,-5%,-3%
CCCCOc1ccc2c(=O)c(Oc3ccc(OC)cc3)c(C(F)(F)F)oc2c1,-2%,1%
Clc1ccc(-c2cn3ncsc3n2)cc1,10%,6%
CCOC(=O)c1c(NC(=O)c2cc(OC)c(OC)c(OC)c2)sc2c1CCCC2,10%,3%[57.5 µM]
CCOc1ccc(C(C)=O)cc1COc1ccc(C#N)cc1OC,-8%,2%
CCCCCOc1ccc(NC(=O)Cc2csc(C)n2)cc1,9%,-7%[57.5 µM]
CC1CCN(c2nn3c(=O)c(C(=O)NCCc4ccccc4)cnc3s2)CC1,-29%,3%
COc1ccc(CNC(=O)Cc2ccc(NC(=O)N3CCSc4ncccc43)cc2)cc1OC,5%,2%
CCOCCCNc1nc2c(c(=O)[nH]c(=O)n2C)n1CCOC,5%,-4%
CC(C)C(C(=O)Nc1ccc(NC(N)=O)cc1)c1ccc(Cl)cc1 (configuration not stated),0%,-2%

# Taken from above.
# For AID inhibitor, CCOC(=O)c1c(NC(=O)c2cc(OC)c(OC)c(OC)c2)sc2c1CCCC2 has 10%
# For UDG counterscr, CCOc1ccccc1-c1noc(CSc2nnc(-c3ccccc3)n2-c2ccc(OC)cc2)n1 has -8%
# For UDG counterscr, COc1ccc(NC(=O)c2oc3ccc(S(=O)(=O)N4CCCCC4)cc3c2C)cc1Cl has -16%
# For UDG counterscr, Cc1ccc(CCNC(=O)c2cc3n(n2)CCCN(Cc2ccc(C)cc2)C3=O)cc1 has -3%
# For AID inhibitor, COc1ccccc1-n1c(-c2ccc(C)cc2)cn2c3c(=O)n(C)c(=O)n(C)c3nc12 has -13%
# For AID inhibitor, CC1CCN(c2nn3c(=O)c(C(=O)NCCc4ccccc4)cnc3s2)CC1 has -29%
# For UDG counterscr, CCOCCCNc1nc2c(c(=O)[nH]c(=O)n2C)n1CCOC has -4%

# Additional entries
SMILES,AID inhibitor,UDG counterscr
CC(C)OCCCN1C(=O)c2[nH]nc(-c3ccccc3O)c2C1c1cccc(OCc2ccccc2)c1 (configuration not stated),?,?
COc1ccc2c(C)c(CCC(=O)N3CCOCC3)c(=O)oc2c1,-3%,9%
CCC(CO)Nc1nc2c(c(=O)n(C)c(=O)n2C)n1Cc1c(Cl)cccc1Cl (configuration not stated),-7%,-7%
CCCc1nn2c(=O)cc(COC(=O)c3ccc(NC(=O)COc4ccc(F)cc4)cc3)nc2s1,5%,-10%
CC(C)CNCc1cccc(C(N)=O)c1,8%,2%
O=C(Nc1ccc2oc(-c3ccc(F)cc3)cc(=O)c2c1)c1ccco1,18%,7%
Cc1noc(CN2CCC(c3ccnn3CCO)CC2)n1,-1%,-4%
COc1ccc(CCNC(=O)c2c(C)oc3ncn(CC(C)C)c(=O)c23)cc1OC,-11%,?
Cc1cc(=O)[nH]c2nnc(SCc3cccc(C(F)(F)F)c3)n12,-20%,-3%
CCOc1ccc2c(c1)c(=O)c(S(=O)(=O)c1ccc(CC)cc1)cn2CC,?,-14%
COc1ccc(C(=O)Nc2cccc(C(=O)OCc3cc(=O)n4nc(C5CC5)sc4n3)c2)cc1,10%,-10%
COc1ccc(CCNC(=O)CSCc2nc(-c3cccc(C)c3)oc2C)cc1OC,-22%,7%
O=C(Oc1ccc(F)cc1)c1ccc(-c2nc3ccccc3s2)s1,3%,5%
CN1CCN(c2nc3c(c(=O)n(C)c(=O)n3C)n2Cc2cccc3ccccc23)CC1,-3%,-4%
Cc1cc(NC(=O)c2cc(-c3ccc(Br)cc3)on2)nn1Cc1ccc(Cl)cc1,9%,19%
CCc1ccc(C2CC(=O)NC(NC(=O)c3ccc(C(C)(C)C)cc3)=N2)cc1 (configuration not stated),-5%,-4%
COC(=O)C1=C(C(=O)OC)SC(=C(Cl)C(=S)Nc2cccc(C)c2)S1,-9%,-4%
CCOC(=O)c1cccc(NC(=O)N2CCC(CN3CCCCCC3)CC2)c1,-16%,-11%
CC(C)C(=O)OC1=CN(Cc2ccccc2)S(=O)(=O)c2ccccc21,-16%,11%
Cc1ccccc1NC(=O)c1cc2c([nH]c1=O)CC(C)(C)CC2=O,-1%,0%
Cc1cccc2cc(CN(CC3CCCO3)S(=O)(=O)c3ccc(Cl)cc3)c(=O)[nH]c12 (configuration not stated),2%,10%
CC(N)c1ccc(NS(C)(=O)=O)cc1 (configuration not stated),0%,10%
Cc1nc(C)c(-c2ccc(SCC(=O)Nc3cccc(C)c3C)nn2)s1,1%,9%[57.5 µM]
Cn1c(=O)c2c(nc(Nc3cccc(Cl)c3)n2CC(=O)O)n(C)c1=O,-5%,8%
Cc1nc(CN2CCN(C(=O)NCC(C)(C)N(C)C)CC2)cs1,-2%,-8%

# (list continues)
SMILES,AID inhibitor,UDG counterscr
Cc1cc(C(=O)N(C)C2CCS(=O)(=O)C2)c2ccc(F)cc2n1 (configuration not stated),-6%,5%
N#Cc1c(Cl)nc(N/N=C/c2ccc([N+](=O)[O-])cc2)c(Cl)c1Cl,-3%,-1%
O=C(NCCc1csc2nc(-c3ccccc3F)nn12)c1ccco1,-11%,23%
Cc1cccc(NC(=O)NCC2CCN(CCc3ccc(F)cc3)CC2)c1C,-9%,4%
Cc1cccc(NC(=O)C(NS(=O)(=O)c2cccc3nsnc23)c2ccccc2)c1C (configuration not stated),7%,-1%
COc1ccc(/C=C/C(=O)Nc2ccc3nc4c(c(Nc5ccccc5OC)c3c2)CCCC4)cc1,-17%,-5%
O=C(NCc1ccccc1Cl)C1CCC(CNS(=O)(=O)c2ccc(Br)s2)CC1 (configuration not stated),1%,-15%[57.5 µM]
Cc1ccc(NC(=O)CN2C(=O)CCc3cc(S(=O)(=O)N4CCCCC4)ccc32)cc1N(C)C,92%[activator],8%
O=C(NCc1ccc2c(c1)CCN2C(=O)c1ccc(Cl)cc1)c1cccc(F)c1,5%,7%
Cc1ccc(OCc2cc(=O)n3c4c(sc3n2)CCCC4)c(C)c1,-11%,2%
COc1ccc(NC(=O)CN2C(=O)C(c3ccccc3)=NC23CCC(C)CC3)cc1Cl (configuration not stated),?,-18%
CN(C(=O)CSc1nnc(-c2cccs2)n1N)C1CCCCC1,-1%,-1%
CC(C)(CO)C(O)C(=O)NCCCS(=O)(=O)O (configuration not stated),3%,7%
COc1ccc(Cl)cc1NC(=O)C1CCCN(S(=O)(=O)c2ccc3c(c2)CCCC(=O)N3)C1 (configuration not stated),-16%,-4%
Cc1ccc(C)c(OC(=O)c2ccc(CSc3ccc(Cl)cc3)cc2)c1C,-6%,9%
Cc1ccccc1Cc1c(C)nc2nc(SCC(=O)N(C)c3ccccc3)nn2c1C,?,-14%
N#Cc1ccc(COc2ccc(I)cc2)cc1,3%,1%
O=C(CCn1c(=O)c2ccccc2n(Cc2ccc(F)cc2Cl)c1=O)NCc1ccc2c(c1)OCO2,23%,14%
CCCN(C(=O)c1cc2c(s1)-c1ccccc1OC2)c1ccccc1F,?,-9%
Cc1cc(NC(=O)CCCn2c(C)c3cnn(-c4ccccc4)c(=O)c3c2C)ccc1Br,?,?
Cc1c(C(=O)Nc2ccccc2)sc(N)c1C#N,6%,-8%
CC(C)c1ccc(-c2noc(SCC(=O)N(C)c3ccc(F)cc3)n2)cc1,-7%,-4%
Cc1ccc2cc3cc(C(=O)NC4CCCCCC4)sc3nc2c1,5%,3%
CCOc1ccc(Nc2c(S(=O)(=O)c3ccc(Cl)cc3)cnc3ccc(OCC)cc23)cc1,?,-5%
CC(C)n1nc(C(=O)N2CCN(Cc3ccccc3)CC2)c2ccccc2c1=O,-2%,1%

# 5 entries from above, ordered by formula weight, high to low.
SMILES,AID inhibitor,UDG counterscr
O=C(NCc1ccccc1Cl)C1CCC(CNS(=O)(=O)c2ccc(Br)s2)CC1 (configuration not stated),1%,-15%[57.5 µM]
Cc1ccc(NC(=O)CN2C(=O)CCc3cc(S(=O)(=O)N4CCCCC4)ccc32)cc1N(C)C,92%[activator],8%
Cc1ccc(OCc2cc(=O)n3c4c(sc3n2)CCCC4)c(C)c1,-11%,2%
Cc1ccc2cc3cc(C(=O)NC4CCCCCC4)sc3nc2c1,5%,3%
N#Cc1ccc(COc2ccc(I)cc2)cc1,3%,1%

# (list continues)
SMILES,AID inhibitor,UDG counterscr
CCCn1cc(S(=O)(=O)c2ccc(OC)cc2)c(=O)c2cc(F)c(N3CCCC(C)C3)cc21 (configuration not stated),?,?
CNC(=S)NNC(=O)c1csc(C)c1,1%,-5%
c1ccc(Nc2nc(NCc3ccc4c(c3)OCO4)nc3nccnc23)cc1,2%,3%
CCOC(=O)c1ccccc1NC(=O)CSc1ccc(-c2sc(-c3ccccc3)nc2C)nn1,-4%,-11%
CC(=O)c1[nH]c(C)c(C(=O)NCc2ccc(Cl)cc2)c1C,-1%,-6%
O=C(COc1cc(Cl)c(Cl)cc1Cl)Nc1ccc2oc(-c3ccncc3)nc2c1,-8%,-4%
O=C(NC1CCCCC1)c1cccnc1Cl,2%,6%
C1CCC(CN2CCNCC2)C1,-6%,-9%
Cc1ccc(F)cc1NC(=S)NCc1ccccc1,-2%,-6%
COc1ccc(-n2c(=O)c3c4c(sc3n(CC(=O)C(C)(C)C)c2=O)CCCC4)c(OC)c1,-22%,-5%
CCc1ccc(C(=O)N(C)Cc2cccs2)s1,10%,17%
N#CCSc1nnc(-c2ccccc2)n1-c1ccc(F)cc1F,1%,1%
Cc1ccc(-c2nc3ncccc3o2)cc1NC(=O)c1ccc(-c2cccc(Cl)c2C)o1,3%,52%[activator]
COc1ccc(OC)c(NC(=O)CCc2nc(-c3ccc(C)cc3)no2)c1,19%,0%
CC1=C(C(=O)Nc2ccc(F)cc2F)C2(CCN(C(C)C)CC2)OC1=O,-2%,-9%
COc1ccccc1-c1noc(CN2CCCc3c(C(=O)NC(C)C)cccc32)n1,-6%,-7%
COC(=O)c1ccc(Cl)cc1NC(=O)NCCc1c(C)nn(C)c1C,2%,-1%
O=C(CCS(=O)(=O)c1ccc(Br)s1)Nc1c(F)cccc1F,14%,?
Nc1cc(=O)nc(SCC(=O)Nc2ccccc2)n1CCc1ccccc1,25%,11%
CCOC(=O)c1cc(-c2ccc(F)cc2)n(CC(=O)NCc2ccc(OC)cc2)c1C,7%,-5%
O=C(NCCCNC(=O)c1cc2ccccc2[nH]1)c1ccc(-c2ccccc2)cc1,-7%,18%
CCN(CC)CCNCc1cccs1,-13%,-11%
NC1(C(=O)O)CC1,5%,6%
CC(=O)N1c2ccc(S(=O)(=O)NCC3CCC(C(=O)Nc4cc(C)ccc4C)CC3)cc2CC1C (configuration not stated),-6%,-9%
Cc1ccccc1C(=O)NC(C)c1nc(-c2ccccc2Cl)no1 (configuration not stated),-8%,-2%

# Compound profiles, as listed above.
# Listed for O=C(NN=C(C1CC1)C1CC1)c1cccc([N+](=O)[O-])c1 : AID inhibitor: -5%; UDG counterscr: -3%
# Listed for N#Cc1ccc(COc2ccc(I)cc2)cc1 : AID inhibitor: 3%; UDG counterscr: 1%

# The list goes on.
SMILES,AID inhibitor,UDG counterscr
N/C(=C\C(=O)c1ccccc1)C(F)(F)F,-6%,1%
Cn1c2ccccc2c2cnn(CC(=O)Nc3ccccc3C(F)(F)F)c(=O)c21,4%,-8%[57.5 µM]
Cc1ccc(OCC(=O)N/N=C/c2cccc(O)c2)cc1,0%,-1%
COCCCNC(=O)C(C)n1c2ccccc2c2cnn(C)c(=O)c21 (configuration not stated),30%[activator],-6%
COCCN1C2=C(C(=O)CC(C)(C)C2)C(c2cccc(O)c2)C2=C1CC(C)(C)CC2=O,0%,1%
CCOc1ccccc1C(=O)Nc1cc2c(cc1N1CCOCC1)n(C)c(=O)n2C,118%[activator],-23%
Cc1cccn2c(Nc3ccccc3)c(-c3cccs3)nc12,-18%,-7%
Cc1nc2ccc(NC(=O)CC3CCCC3)cc2s1,-4%,-4%
CCOc1cc(-c2nnc(SCC(=O)NCc3ccc(C)cc3)nc2-c2ccc(OC)c(OCC)c2)ccc1OC,1%,-1%

# Exported field by field: entries from further up.
> Cn1c2ccccc2c2cnn(CC(=O)Nc3ccccc3C(F)(F)F)c(=O)c21
  AID inhibitor = 4%
  UDG counterscr = -8%[57.5 µM]

> Cc1ccc(OCC(=O)N/N=C/c2cccc(O)c2)cc1
  AID inhibitor = 0%
  UDG counterscr = -1%
